proCasp3 act = activates human procaspase-3; P42574; recombinant procaspase-3 D3A, Ac-DEVD-pNA absorbance 405 nm; activation, % at 8.5 µM; actives 0.11% (n = 330,000); AID 463141;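 active means activation above the mean of all tested compounds plus 3 SD, cut at about 21% in these data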;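 further: 0% = DMSO alone and 100% = DMSO wells spiked with extra 5 µM PC-3 D3A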
Target sequence (P42574 whole entry D9A/D28A/D175A): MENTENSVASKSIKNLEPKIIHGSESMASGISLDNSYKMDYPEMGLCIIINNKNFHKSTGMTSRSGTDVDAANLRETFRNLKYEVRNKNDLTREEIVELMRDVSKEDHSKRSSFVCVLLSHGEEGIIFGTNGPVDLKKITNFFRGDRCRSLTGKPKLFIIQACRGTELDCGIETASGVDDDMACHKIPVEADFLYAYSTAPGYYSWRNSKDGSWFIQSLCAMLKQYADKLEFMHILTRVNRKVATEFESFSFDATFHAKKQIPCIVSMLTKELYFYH
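Assay system: Autoprocessing-dead procaspase-3 D3A mutant enzyme; also added: Ac-DEVD-pNA; doses: one concentration, 8.5 µM nominal, 0.8% DMSO; times: 1 h compound preincubation, 2 h substrate hydrolysis at 25 °C; technique: 405 nm absorbance of p-nitroaniline, reads at 0 and 120 min; measure: % activation between DMSO and enzyme-spiked controls; repeats: single replicate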
PP5 inh = PP5 (human) phosphatase inhibition. purified PP5c, OMFP substrate fluorescence. AID 1987. P53041. inhibition, % at 6.7 µM. actives 0.18% (n = 320,000);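 active means inhibition above the campaign's mean inhibition across all tested compounds plus 3 SD, cut at about 9.5% in these data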;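 further: 0% = DMSO only and 100% = 100 µM cantharidin control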
Efflux pump inh = blocks antifungal efflux pumps in multiplex yeast assay. S. cerevisiae Candida pump triplex, Nile Red efflux. inhibition, % at 10 µM. actives 0.44% (n = 330,000);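 active means plate passing quality check with inhibition over a set limit, or well fluorescence over plate mean plus 4 SD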;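 further: Nile Red retained in pooled yeast measured as flow cytometry median fluorescence; 0% = buffer negative control and 100% = Enniatin B positive control; higher means more Nile Red kept so more efflux inhibition; some compounds called inactive have numbers as strong as hits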
CTSL1 counter = counter-screen for PFM18AAP inhibitors: inhibitors of F. hepatica cathepsin L1. AID 1906. recombinant F. hepatica cathepsin L1, Z-Leu-Arg-MCA fluorescence. actives 0.49% (n = 300,000). inhibition, % at 5.96 µM;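 active means inhibition above the mean of all tested compounds plus 3 SD, set per screening campaign, cut at about 17% in these data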;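 further: 0% = plate median of test compound wells and 100% = 1 µM Z-Phe-Ala-diazomethylketone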
TPT1 inh = inhibitors of Candida albicans tRNA 2'-phosphotransferase TPT1. recombinant caTPT1, FP RNA substrate dephosphorylation. inhibition, % at 5 µM. actives 0.81% (n = 300,000);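 active means inhibition above the mean of all tested compounds plus 3 SD, set per screening campaign, cut at about 24% in these data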;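 further: plate controls were DMSO alone for no effect and ferristatin control at 100 nM for full effect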
proCasp7 act = counter-screen for procaspase-3 activators: activators of human procaspase-7; P55210; recombinant procaspase-7, Ac-DEVD-pNA absorbance 405 nm; D23A/D198A/D206A triple mutant, cannot self-cleave; scale: DMSO 0, 5 µM enzyme 100; activation, % at 8.5 µM; actives 0.093% (n = 330,000);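 active means percent activation above the screen-wide mean plus 3 SD, cut at about 25% in these data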
Target sequence (P55210 whole entry D23A/D198A/D206A): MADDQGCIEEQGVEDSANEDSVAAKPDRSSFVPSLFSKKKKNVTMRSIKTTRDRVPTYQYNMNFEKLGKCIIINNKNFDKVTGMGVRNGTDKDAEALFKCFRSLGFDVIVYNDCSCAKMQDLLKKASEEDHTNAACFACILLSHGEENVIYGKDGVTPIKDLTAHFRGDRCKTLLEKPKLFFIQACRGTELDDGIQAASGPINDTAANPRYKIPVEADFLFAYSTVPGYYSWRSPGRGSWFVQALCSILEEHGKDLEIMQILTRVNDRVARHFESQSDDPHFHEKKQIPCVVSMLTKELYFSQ
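Material: Procaspase-7 triple mutant (PC-7 D3A) | Quantity: 2 µM procaspase-7 mutant as dispensed | Reagent: DEVD-pNA substrate | Times: 1 h preincubation, 2 h reaction | Technique: 405 nm absorbance of p-nitroaniline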
PP1 inh = blocks human PP1-alpha phosphatase, a PP5 counter-screen; purified PP1alpha, OMFP fluorescence; actives 0.9% (n = 320,000); inhibition, % at 6.7 µM;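 active means inhibition above the mean inhibition of all tested compounds plus 3 SD, computed separately for each screening campaign, cut at about 15% in these data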
Target sequence (P62136 whole entry, looked up): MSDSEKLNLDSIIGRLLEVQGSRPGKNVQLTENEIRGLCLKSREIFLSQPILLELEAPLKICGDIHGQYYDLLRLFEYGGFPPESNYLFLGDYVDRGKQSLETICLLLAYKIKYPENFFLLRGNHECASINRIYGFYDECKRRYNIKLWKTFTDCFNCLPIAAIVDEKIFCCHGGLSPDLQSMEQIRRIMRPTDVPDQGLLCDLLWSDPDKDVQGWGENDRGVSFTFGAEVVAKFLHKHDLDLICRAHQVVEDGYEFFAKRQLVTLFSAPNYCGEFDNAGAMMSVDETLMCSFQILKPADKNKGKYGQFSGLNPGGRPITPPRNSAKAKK
core dimer inh = HCV core protein dimerization inhibition. TR-FRET GST/Flag-core106 dimerization, 1536-well. inhibition, % at 5 µM. actives 0.33% (n = 300,000);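 active means inhibition above the mean of all tested compounds plus 3 SD, set per screening campaign, cut at about 45% in these data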
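System – GST-tagged and Flag-tagged HCV core protein residues 1-106 · Repeats – one well for each compound · Technique – TR-FRET 671 and 617 nm emission · Doses – one concentration, 5 µM, in 0.5% DMSO · Times – 4 h, 22.5 °C incubation · Also added – Eu donor and XL665 acceptor anti-tag antibodies · Measure – percent inhibition of core106 dimerization signal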
GASC-1 inh = human JMJD2C demethylase inhibition; Q9H3R0; GST-JMJD2C(1-420) H3K9me3 demethylation, DELFIA europium; inhibition, % at 2.35 µM; actives 0.069% (n = 330,000); AID 2099;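 active means more than half of a compound's replicate wells show inhibition beyond 50%, single wells judged on their own value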;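 further: signal counts dimethyl H3K9 product captured on neutravidin plate; 0% = median of DMSO wells and 100% = 0.3 times that DMSO median; strong numbers were not always called active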
* = called active by the depositor; / = not tested or not shown. Rows were taken by chance; about 2.9% have a hit in one of these screens.

SMILES	proCasp3 act	PP5 inh	Efflux pump inh	CTSL1 counter	TPT1 inh	proCasp7 act	PP1 inh	core dimer inh	GASC-1 inh
Cc1c(Cl)cccc1NC(=O)C(=O)NNC(=O)c1ccccc1F	0	-0.1	-0.1	9	-4	0	-3	4	6
CCOC(=O)C1CCCCN1Cc1cn(C)nc1-c1ccccc1F (stereo unspecified)	5	3.4	0.4	0	2	6	0	-4	12
CC(C)(O)C#Cc1ccc(CN2CCN(C3CCCCC3)C(CCO)C2)cc1 (stereo unspecified)	3	1.6	-0.1	-3	-3	-8	-3	-12	-1
COc1ccc(NC2CCCN(Cc3cccc4cnccc34)C2)cc1OC (stereo unspecified)	-17	0.9	0.1	-3	2	-25	-3	1	-2
CN(C)N(C)C(=O)C(O)(c1ccccc1)c1ccccc1	-3	-2.1	0.0	1	-2	-2	-4	0	30
CC(C)CN(C(=O)COc1ccc2ccc(=O)oc2c1)C1CCS(=O)(=O)C1 (stereo unspecified)	11	4.0	-0.1	3	1	-4	8	-15	-4
O=C(N/N=C/c1cccc(F)c1)c1ccc(Cl)cc1	-3	2.3	-0.1	4	-2	7	-3	-3	-6
CCOC(=O)N1CCN(C(=O)c2cn(CC)c3ccc(S(=O)(=O)N4CCCCC4)cc3c2=O)CC1	5	-0.3	0.8	-1	-2	-8	11	1	2
CCOc1ccc(S(=O)(=O)N2CCCC(C(=O)N3CCOCC3)C2)cc1Cl (stereo unspecified)	5	0.9	-0.1	4	-3	3	-2	-10	0
Cc1ccc(OCCN2CCCCCC2)c(C)c1	1	-2.1	-0.1	0	-3	9	-1	-5	-2
Cc1csc(NC(=O)CCC(=O)N(CC(=O)NC2CCCCC2)c2ccccc2)n1	12	0.3	0.0	-1	0	2	-2	10	71
Cc1ccc(C(=O)/C=C/c2ccco2)c(O)c1	-17	2.2	-0.1	1	1	2	2	-3	7
CCOc1cccc(C(=O)Nc2ccc(N(CC)CC)cc2)c1	-11	1.1	0.2	1	-4	-5	-3	-22	-1
CN(C)C1=NCCN1CC1CCCCCC1	7	0.3	0.0	-1	-1	8	-3	9	1
CC1(C)CC(=O)C2=C(C1)NC(=S)C(C#N)C21CCCCC1 (stereo unspecified)	-19	-1.8	-0.1	0	2	-27	1	1	4
COCCC(=O)N1CCCC(C(=O)c2ccccc2SC)C1 (stereo unspecified)	-1	1.4	-0.1	0	-3	-12	-1	-4	-12
C[C@H](CCC(=O)NCC(=O)O)[C@H]1CC[C@H]2C3[C@H](O)C[C@@H]4C[C@H](O)CC[C@]4(C)[C@H]3C[C@H](O)[C@]12C (stereo partly specified)	6	0.3	0.0	-3	-1	2	-8	-1	0
CC(OC(=O)c1ccc([N+](=O)[O-])cc1)C(=O)NCC1CCCCC1 (stereo unspecified)	7	/	-0.1	/	/	0	/	/	5
O=C(NC1CCS(=O)(=O)C1)c1ccccc1C(=O)c1ccccc1 (stereo unspecified)	-1	1.1	-0.1	-1	-4	2	1	1	-5
CCOc1ccccc1N(CC(=O)NC(C)(C)C)C(=O)c1ccc(CN2CCOCC2)o1	-4	-0.3	0.0	2	-1	-1	-3	-1	31
CCOC(=O)C(NS(=O)(=O)c1ccc(C)cc1)(C(F)(F)F)P(=O)(OCC(C)C)OCC(C)C (stereo unspecified)	8	3.6	0.2	-3	1	-3	-3	3	3
Cc1cc(C)c(C#N)c(SCS(=O)Cc2ccc(Cl)cc2)n1 (stereo unspecified)	-2	-1.0	-0.1	-1	-1	-1	-1	4	-5
CC(=O)Nc1ccc(CN2CCC(n3nccc3NC(=O)CCc3ccccc3)CC2)cc1	7	-0.9	0.1	-3	0	2	3	0	-15
COc1ccc(C23CC4CC(CC(C(=O)O)(C4)C2)C3)c(F)c1	11	-0.8	-0.1	5	0	-3	-2	-1	4

One compound at a time (already shown):
Entry for CCOc1ccccc1N(CC(=O)NC(C)(C)C)C(=O)c1ccc(CN2CCOCC2)o1 : proCasp3 act = -4; PP5 inh = -0.3; Efflux pump inh = 0.0; CTSL1 counter = 2; TPT1 inh = -1; proCasp7 act = -1; PP1 inh = -3; core dimer inh = -1; GASC-1 inh = 31
Entry for CC(C)(O)C#Cc1ccc(CN2CCN(C3CCCCC3)C(CCO)C2)cc1 (stereo unspecified) : proCasp3 act = 3; PP5 inh = 1.6; Efflux pump inh = -0.1; CTSL1 counter = -3; TPT1 inh = -3; proCasp7 act = -8; PP1 inh = -3; core dimer inh = -12; GASC-1 inh = -1
Entry for CCOc1cccc(C(=O)Nc2ccc(N(CC)CC)cc2)c1 : proCasp3 act = -11; PP5 inh = 1.1; Efflux pump inh = 0.2; CTSL1 counter = 1; TPT1 inh = -4; proCasp7 act = -5; PP1 inh = -3; core dimer inh = -22; GASC-1 inh = -1

(continued)
SMILES	proCasp3 act	PP5 inh	Efflux pump inh	CTSL1 counter	TPT1 inh	proCasp7 act	PP1 inh	core dimer inh	GASC-1 inh
O=C(O)/C=C/C(=O)c1c(-c2ccccc2)[nH]c2ccccc12	-6	-1.4	0.0	58*	-2	-1	1	24	12
O=C(Nc1ccccc1)N1CCC(C(=O)N(Cc2ccco2)Cc2cccs2)CC1	2	2.7	0.0	-6	-1	-3	-3	2	-1
N#C/C(=C\c1cccnc1)c1ccc(Br)cc1	4	1.8	-0.2	0	-4	6	2	-14	-6
O=C(CCNC(=O)c1ccccc1Cl)Nc1ccc(Cl)c(C(F)(F)F)c1	6	2.0	-0.1	7	11	0	-3	1	9
C/C(=N\NC(=O)c1ccc(N/N=C(\C)c2ccc(O)cc2)cc1)c1ccc(O)cc1	-3	1.5	0.1	9	6	-2	-5	-8	-10
COCCCn1c(C)nnc1-c1cnn(-c2ccccc2)c1N	9	1.4	-0.4	-2	-5	-5	3	-2	-3
CCn1cc(C(=O)O)c(=O)c2cnc(N3CCN(C(=S)NC(=O)c4ccc(Br)cc4)CC3)nc21	-3	0.9	-0.1	-1	4	-14	5	-2	6
COC(=O)C1CN(S(=O)(=O)c2ccccc2)CCN1S(=O)(=O)c1ccccc1 (stereo unspecified)	4	0.8	0.3	58*	-3	0	-7	2	1
CC(C)NC(=O)C(=O)c1cn(C)c2ccccc12	6	-0.6	0.2	3	0	-1	4	2	4
O=C(Nc1ccc(N2CCOCC2)cc1)C1CCN(C(=O)OCc2ccccc2)CC1	-3	-1.2	-0.1	-1	-2	11	-3	-5	4
O=C(CSc1nn(-c2ccc(F)cc2)c(=S)s1)N1CCN(C(=O)c2ccco2)CC1	-6	3.4	0.1	-3	-3	14	4	-1	0
CC1=C(C(=O)OCC2CCCO2)C(c2ccc(C)cc2)C2=C(CCCC2=O)N1 (stereo unspecified)	2	1.9	0.0	-3	-2	0	3	0	11
Cc1ccc(CC2CC(=O)N(CCc3ccc4c(c3)OCO4)C2=O)cc1 (stereo unspecified)	5	1.1	0.1	2	0	4	1	2	-3
N/C(=N\OC(=O)C1CCCCC1)c1cccc([N+](=O)[O-])c1	-5	3.4	0.0	-3	-2	-3	-1	3	3
CCc1c(C)nc(N)nc1Cl	2	-0.1	0.1	1	-2	0	-6	-3	-8
CCCCNC(=O)c1ccc2c(c1)N(CC)C(=O)CS2	1	5.1	0.1	-3	-4	0	-5	-3	-12
Nc1cc(N)c(OCC(F)(F)F)cc1OCC(F)(F)F	-1	4.1	0.0	9	-37	-13	0	-5	13
CCCc1ncc(CN2CCCC(C(=O)Nc3ccc(-c4cccc(OC)c4)cc3)C2)cn1 (stereo unspecified)	4	3.4	0.0	3	-2	-8	-1	-15	-22
CCc1c(C2(O)CCCCC2)[nH]c2ccc(C#N)cc12	-7	0.6	0.5	-4	-3	-4	4	-9	102
CCOc1ccc(N(CC(=O)Nc2cccnc2)S(=O)(=O)c2ccc(C)cc2)cc1	2	-0.9	-0.1	2	3	7	-1	1	82
COCCn1nnnc1C(c1ccc(O)c(OC)c1)N1CCc2ccccc2C1 (stereo unspecified)	-5	-2.0	0.2	-2	-1	-31	-3	3	4
O=C(OCc1nc2ccccc2[n+]([O-])c1C(=O)c1ccccc1)c1cccs1	-5	-2.7	-0.1	0	3	8	0	10	7
COc1ccc(C2CC(c3ccccc3)=NN2C(=O)COC(=O)C2CC2)cc1 (stereo unspecified)	-1	-1.8	0.0	-10	2	4	-2	2	9
CCCCn1c(O)c(N=Nc2ccccc2O)c2ccccc21	-12	2.5	-0.2	/	/	-10	-1	/	0

2 entries from above, in CSV form:
SMILES,proCasp3 act,PP5 inh,Efflux pump inh,CTSL1 counter,TPT1 inh,proCasp7 act,PP1 inh,core dimer inh,GASC-1 inh
CCCCNC(=O)c1ccc2c(c1)N(CC)C(=O)CS2,1,5.1,0.1,-3,-4,0,-5,-3,-12
O=C(OCc1nc2ccccc2[n+]([O-])c1C(=O)c1ccccc1)c1cccs1,-5,-2.7,-0.1,0,3,8,0,10,7

Other structures.
SMILES	proCasp3 act	PP5 inh	Efflux pump inh	CTSL1 counter	TPT1 inh	proCasp7 act	PP1 inh	core dimer inh	GASC-1 inh
CCOC(=O)Cn1c(=O)oc2cc(S(=O)(=O)N3CCN(C(=O)OCC)CC3)ccc21	3	1.4	0.2	-1	3	-11	0	-17	-5
CCn1nc(NC(=O)COC)c2cc3cc(C)ccc3nc21	3	-3.1	-0.1	2	0	1	-4	-1	14
O=C1CCc2cc(S(=O)(=O)N3CCN(C(=O)c4ccco4)CC3)ccc2N1	-1	5.1	0.6	-1	2	-7	71*	-2	3
Cc1c(C(=O)O)cccc1-c1ccc(C=O)o1	7	-0.1	-0.5	-3	-1	-4	-5	3	-7
Clc1ccc(-c2nc(N3CCCCC3)nc3ccccc23)cc1	-11	-2.9	0.2	3	0	-1	1	2	1
Cc1cccc(-c2noc(-c3ccccc3C(=O)NCc3ccco3)n2)c1	0	2.6	-0.2	-4	0	-1	4	1	-1
CCN(CC)CCn1c(=N)n(CCOc2ccccc2)c2ccccc21	0	3.5	0.4	0	0	-4	1	0	9
CN(C)c1ccc(/C=N/NC(=O)c2ccc3nc[nH]c3c2)cc1	9	0.8	0.0	21*	-1	7	3	-14	-3
CCOC(=O)CSc1nnc(-c2ccncc2)o1	2	-2.5	0.0	8	0	-1	-2	-1	1
Brc1ccc(-c2cn3nc4c(nc3n2)CCCC4)cc1	3	-2.8	-0.1	-3	-35	-1	0	1	8
CCCNC(=O)C(Cc1ccc(Cl)cc1)NC(=O)c1ccc(-c2ccccc2)cc1 (stereo unspecified)	1	-3.0	-0.2	/	/	-7	-1	/	-1
COc1cc(S(=O)(=O)N2CCn3cccc3C2C)ccc1NC(C)=O (stereo unspecified)	-2	/	-0.2	/	/	-19	/	/	6
CCOC(=O)c1ccc(N2C(=O)CC(Nc3ccc(O)cc3)C2=O)cc1 (stereo unspecified)	1	-0.4	0.0	1	0	-20	-5	-6	2
O=C(O)CCC(NS(=O)(=O)c1ccc(N2CCCC2=O)cc1)C(=O)O (stereo unspecified)	5	0.1	0.0	1	2	4	-4	-6	3
O=C(OCC(=O)N1CCN(c2ccccc2)CC1)c1ccccn1	3	-1.7	0.1	-3	4	2	-3	-1	13

High-throughput results as filed in PubChem.
